# NLRP3 yeast inh = NALP3 inflammasome inhibitors in reconstituted yeast, primary screen, luminescence, uHTS; Yeast reconstituted NLRP3/ASC/caspase-1, beta-gal luminescence, 24 h; hit rate 0.39% among 330,000; inhibition, % at 10 µM;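 active means inhibition of 50% or more; inactive means inhibition below 50%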;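 further: plate controls were induced DMSO wells for no effect and uninduced yeast grown without galactose for full effect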
# HKDC1 inhibitor = HKDC1 hexokinase inhibitors, primary screen, biochemical, fluorescence, uHTS; Q2TB90; recombinant HKDC1, G6PDH/diaphorase resazurin coupled fluorescence; inhibition, % at 20 µM; hit rate 0.16% among 340,000;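 active means inhibition above about 35% when tested at 20 µM, limit read from the data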;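 further: plate controls were DMSO wells with enzyme for no effect and DMSO wells lacking enzyme for full effect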
# Target sequence (Q2TB90 whole entry, looked up): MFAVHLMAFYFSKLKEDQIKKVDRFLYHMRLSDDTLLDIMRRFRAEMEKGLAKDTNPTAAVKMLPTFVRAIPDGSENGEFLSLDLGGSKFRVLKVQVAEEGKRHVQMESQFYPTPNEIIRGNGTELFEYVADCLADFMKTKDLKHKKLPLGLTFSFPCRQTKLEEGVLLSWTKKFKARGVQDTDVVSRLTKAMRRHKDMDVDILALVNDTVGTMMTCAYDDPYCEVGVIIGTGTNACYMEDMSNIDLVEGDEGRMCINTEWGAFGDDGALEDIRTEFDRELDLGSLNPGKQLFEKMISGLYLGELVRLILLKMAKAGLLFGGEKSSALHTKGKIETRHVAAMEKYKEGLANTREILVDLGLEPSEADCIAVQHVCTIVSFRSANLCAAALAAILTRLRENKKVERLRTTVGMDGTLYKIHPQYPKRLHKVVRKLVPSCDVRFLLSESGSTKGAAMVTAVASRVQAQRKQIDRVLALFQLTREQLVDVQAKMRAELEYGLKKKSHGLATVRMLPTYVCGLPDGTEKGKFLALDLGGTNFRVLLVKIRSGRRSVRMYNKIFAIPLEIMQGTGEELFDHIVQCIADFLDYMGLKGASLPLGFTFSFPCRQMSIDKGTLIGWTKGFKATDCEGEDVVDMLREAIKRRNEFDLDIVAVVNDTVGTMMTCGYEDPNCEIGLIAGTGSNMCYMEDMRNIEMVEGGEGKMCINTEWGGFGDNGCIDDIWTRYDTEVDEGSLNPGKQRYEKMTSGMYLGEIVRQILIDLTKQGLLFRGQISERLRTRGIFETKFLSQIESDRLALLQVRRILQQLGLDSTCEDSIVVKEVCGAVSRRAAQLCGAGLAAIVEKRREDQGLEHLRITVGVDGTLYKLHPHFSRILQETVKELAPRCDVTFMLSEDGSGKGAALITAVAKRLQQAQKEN
#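 Test system: recombinant HKDC1 (HK5) hexokinase enzyme, produced in-house; Amount: enzyme 5 µg/mL final; Buffer or medium: Tris pH 8.0 buffer with MgCl2, Tween-20, BSA, BME; Reagent: glucose and ATP substrates; Doses: 20 µM test compound, 1% DMSO; Incubation: 90 min reaction incubation at room temperature, dark; Detection: resorufin fluorescence at 613 nm.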
# SENP8 block-1 = human SENP8 protease inhibitors, primary screen, biochemical, fluorescence, Nedd8 protein substrate, uHTS. Sentrin-specific protease 8 (Homo sapiens), Q96LD8. recombinant SENP8. inhibition, % at 20 µM. hit rate 0.64% among 360,000. AID 602440, 2012; in the data active means inhibition mostly above about 40%, no sharp cut-off; inactive means mostly below about 27%
# Apaf-1 inh = inhibitors of human Apaf-1 apoptosome, primary screen, biochemical, DEVD-Rh110 fluorescence, uHTS; inhibition, % at 20 µM; hit rate 0.71% among 330,000; Apoptotic protease-activating factor 1 (Homo sapiens), O14727; reconstituted apoptosome caspase-3 activity; active means inhibition of at least 40% at 20 µM;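 further: plate controls were DMSO wells for no effect and DEVD-CHO caspase inhibitor wells for full effect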
#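 Material: cell-free apoptosome with Apaf-1, procaspase-3 and caspase-9; Buffer or medium: Hepes pH 7.5 with detergent and BSA; Reagent: cytochrome c trigger plus (Z-DEVD)2-Rh110 caspase-3 substrate; Times: compound with Apaf-1, dATP, procaspase-3 30 min, then 50 min reaction, room temperature; Technique: Rh110 fluorescence intensity.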
# SENP1 inh = human SENP1 catalytic domain inhibitors, primary screen, biochemical, FRET, uHTS; inhibition, % at 10 µM; hit rate 0.21% among 360,000; recombinant SENP1 catalytic domain, CyPet-SUMO1-YPet FRET cleavage;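 active means inhibition at least 30% at 10 µM, raw YFP signal under a set limit, fluorescence ratio 0.5 to 1.5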;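 further: 0% = enzyme with DMSO and 100% = no enzyme wells; some results filed as inactive read as strong as hits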
#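 Test system: recombinant human SENP1 catalytic domain, His6-tagged / Medium: pH 8 Tris buffer with EDTA, NaCl, BME, BSA, NP40, catalase / Also added: SUMO1 FRET substrate flanked by Cypet and Ypet, 25 nM / Times: 50 min reaction at room temperature / Signal: FRET, CFP and YFP emission / Control set: no-enzyme low control and enzyme-plus-DMSO high control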
# SENP8 block-2 = SENP8 protease inhibitors, primary screen, biochemical, luminescence. Sentrin-specific protease 8 (Homo sapiens), Q96LD8. purified SENP8, Z-RLRGG-aminoluciferin cleavage. inhibition, % at 10 µM. hit rate 1.2% among 330,000. AID 2540, 2010; in the data active means inhibition above about 50%
# PfGluPho inh = PfG6PD enzyme inhibitors, primary screen, biochemical, fluorescence intensity, uHTS. PfGluPho enzyme, NADPH resazurin-diaphorase fluorescence. inhibition, % at 20 µM. hit rate 0.78% among 350,000. AID 504690, 2011;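 active means inhibition reaching at least a set limit at 20 µM in the primary screen, cut at about 59% in these data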;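 further: 0% = DMSO wells with substrate and 100% = DMSO wells lacking glucose-6-phosphate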
# SENP7 block = SENP7 protease inhibitors, primary screen, biochemical, luminescence, uHTS; AID 434973, 2010; recombinant SENP7, Z-RLRGG-aminoluciferin luminescence, 40 min; inhibition, % at 5 µM; hit rate 1.5% among 330,000;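 active means inhibition above about 50% at the single test dose, limit read from the data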;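 further: plate controls were DMSO with enzyme for no effect and no enzyme buffer wells for full effect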
# SENP6 inh = SENP6 protease inhibitors, primary screen, biochemical, luminescence, uHTS. Recombinant SENP6 catalytic domain, aminoluciferin luminescence. inhibition, % at 10 µM. hit rate 1.8% among 330,000;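 active means inhibition above about 50% at the single tested dose, limit read from the data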;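 further: plate controls were DMSO wells with enzyme for no effect and DMSO wells lacking enzyme for full effect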
# * hit, by the source's call; i = inactive; . = no result given. Random draw from the library; overall some 4.1% were active at least once.
SMILES,NLRP3 yeast inh,HKDC1 inhibitor,SENP8 block-1,Apaf-1 inh,SENP1 inh,SENP8 block-2,PfGluPho inh,SENP7 block,SENP6 inh
CC(C)(C)NC(=O)C(c1ccncc1)N(Cc1ccc(F)cc1)C(=O)c1ccc(-c2ccccc2)[nH]1 (stereo not given),15,1,-19,19,-6,-2,16,9,-15
Cc1nc2nc[nH]n2c(=O)c1NC(=O)c1cccc(OCC(C)C)c1,9,-7,19,9,-3,-3,3,1,2
O=C(CSc1c2c(nc3cc(Cl)ccc13)CCCC2)NCc1ccco1,13,11,7,12,-13,-1,20,2,7
CN(Cc1c(F)cccc1Cl)C(=O)c1cccc(S(=O)(=O)NCc2ccccc2)c1,21,2,7,10,1,5,11,-3,7
COc1ccc([N+](=O)[O-])cc1NC(=O)c1ccco1,22,13,10,-4,-1,6,-2,4,-12
O=C(CN1C(=O)/C(=C/c2ccc(F)cc2)SC1=S)NC1C=CS(=O)(=O)C1 (stereo not given),6,-6,36,4,3,-5,-6,3,-2
CCn1c(=NC(=O)c2ccco2)sc2cccc(F)c21,35,1,-438,-432,0,4,56,-1,-2
COc1ccc(-n2c(C)cc(C3=NNC(=NC4CC4)SC3)c2C)cc1,.,-10,-12,.,-3,.,13,.,.
COc1ccc(OC)c(S(=O)(=O)Nc2ccc3oc(C)c(C(C)=O)c3c2)c1,12,-1,6,13,2,-1,9,1,0
CCN(Cc1ccncc1)C(=O)c1cc(COc2ccc(OC)cc2Cl)on1,16,-5,11,13,1,1,-5,7,-3
COc1ccc(Cn2c(CCC(=O)Nc3ccccc3)nc3cccnc32)cc1,4,3,8,16,-1,-2,13,-13,-4
COc1cccc(CC(=O)NC2CCCN(Cc3ccc(Cl)cc3)C2)c1 (stereo not given),0,-1,18,2,2,0,-8,-14,1
Cc1ccc(N2CC(C(=O)NC3CCSC3=O)CC2=O)cc1 (stereo not given),6,0,17,14,0,0,-11,-8,-10
COc1ccc(CN(C(=O)CNC(=O)c2ccco2)C(C(=O)NCC2CCCO2)c2ccccc2)cc1 (stereo not given),-14,-6,2,14,0,-5,-8,-5,-6
COc1ccc(Cl)cc1S(=O)(=O)N1CCCc2ccccc21,24,-3,6,-4,0,-6,28,4,-16
N#CCCN1CCN(S(=O)(=O)c2ccc(S(=O)(=O)NC3CCCC3)cc2)CC1,-1,-5,8,0,4,-12,-4,9,-9
c1ccc2c(-c3nnc(SCc4cn5ccccc5n4)o3)c[nH]c2c1,19,14,-26,7,-10,-2,19,6,6
N#Cc1ccc(OC(=O)C2CCN(C3=NS(=O)(=O)c4ccccc43)CC2)cc1,0,-5,18,-5,1,1,4,-9,-7
COc1ccc2cc(C(C)C(=O)N3CCC(C(N)=O)CC3)ccc2c1 (stereo not given),17,-6,-2,11,-1,-8,-9,-12,-28
Cc1cc(C(=O)OCC(=O)Nc2cc(S(=O)(=O)N(C)C)ccc2C)c(C)o1,10,.,.,-3,.,-2,.,3,-5
c1ccc(CNCC2COc3ccccc3O2)cc1 (stereo not given),20,-3,19,-6,0,0,-12,-5,-3
Cc1[nH]c(=O)c(C(=O)c2ccccc2O)cc1C(=O)O,-3,13,8,2,2,3,-9,5,-2
Cc1ccc(C)n1-c1nn(S(=O)(=O)c2cccc3cccnc23)c2cccc(F)c12,13,0,19,-40,1,5,-2,-1,-15
CCOC(=O)C1=C(COC(=O)COc2ccccc2OCC)NC(=O)NC1C (stereo not given),-7,-6,-1,2,3,4,-9,10,0
Cc1ccc(F)cc1NC(=S)NCCc1ccccc1,-10,-5,12,i,3,-8,3,-12,-11
CSc1nc2c(c(=O)[nH]1)C(c1cccc(Br)c1)CC(=O)N2 (stereo not given),12,2,3,-3,1,3,-19,2,-5
COc1ccc(OC)c(S(=O)(=O)N2CCC(C(=O)Nc3ccc(C)c(C)c3)CC2)c1,-24,2,10,15,2,3,15,4,-14
O=C(OCC(=O)N1CCOCC1)c1ccc2c(c1)OCCO2,10,-4,8,1,4,4,-15,4,-1
CC1CCCCN1C(=O)CSc1nnc(-c2ccccc2O)o1 (stereo not given),27,-11,-1,3,-1,-4,-8,0,0
Cn1c(C(=O)NCCCN2CCCCC2)cc2sccc21,12,3,7,-7,-1,1,-7,-2,4
O=C(COC(=O)c1cccnc1)NC1CCCc2ccccc21 (stereo not given),.,-9,-30,.,-35,.,9,.,.
O=C(CNC(=S)NC(=O)C1CCCCC1)c1ccccc1,5,-9,2,-4,1,4,-13,-3,-1
CCOC(=O)CN(c1ccccc1C)S(=O)(=O)c1ccc(Cl)cc1,-36,1,6,17,2,-15,17,-13,-5
COc1cc2c(cc1O)[C@@H]1Cc3cc(OC)c(OC)cc3C(C2)N1C,9,-9,9,2,1,-12,5,12,-10
COCCN(CC(=O)Nc1cccc(C)c1C)C(=O)C1(c2ccccc2)CC1,10,-8,4,-7,0,10,10,1,-4
O=C(N1CCCCCC1)N1CCN(S(=O)(=O)N2CCCCC2)CC1,11,1,20,-2,2,-6,-14,5,-6
COc1ccc(CN2CCCC(CNC(=O)c3ccc(F)cc3)C2)c(F)c1 (stereo not given),11,-2,14,-5,-2,-2,-7,7,-1
Cc1cc(NC(=O)COc2ccccc2)n(-c2ccccc2)n1,10,-11,12,-20,-1,-2,15,1,-23
Oc1cc(-n2cccn2)c(O)cc1-n1cccn1,.,2,-8,.,-3,.,102*,.,.
Cc1cc(C)cc(N(CC(=O)N/N=C/c2ccncc2)S(=O)(=O)c2ccccc2)c1,18,-6,5,9,1,-5,-12,0,-2
COc1ccc(C2C3C(=O)N(Cc4ccccc4)C(=O)C3ON2c2ccccc2)c(OC)c1OC (stereo not given),12,-1,20,11,2,-4,4,8,-16
Oc1ccc(/C=N/n2cnn(Cc3ccccc3Cl)c2=S)c(O)c1,3,11,-71,-11,-2,7,35,-3,1
COc1ccccc1/C=C/C(=O)OCC(=O)c1cc(C)n(C)c1C,0,-2,-123,6,1,7,0,5,6
CN(C)c1nc(OCc2ccccc2)c2ncc(=O)[nH]c2n1,11,1,-435,-7,-22,-3,-3,1,-10
Oc1cc(CNCc2ccccc2)c(O)cc1CNCc1ccccc1,.,27,-26,.,10,.,70*,.,.
NC(=O)c1nsc(C(=O)N(CC(=O)NC2CCCCC2)c2cccc(F)c2)c1N,-14,4,-301,4,-11,0,-13,-1,-14
Cc1cc(C)cc(NC(=O)CCNS(=O)(=O)c2cc(Br)cnc2N)c1,8,-2,-38,-1,0,-2,19,-3,4
O=C(COc1ccccc1[N+](=O)[O-])N/N=C/c1ccccn1,13,-7,13,1,1,-7,-1,0,-12
CCCCN(C(=O)c1ccc(-c2ccc(Cl)cc2)o1)c1c(N)n(CCCC)c(=O)[nH]c1=O,15,1,-319,5,-32,6,-2,-5,-19
CCOc1ccc(CC(=O)C2C(=O)CCCC2=O)cc1OCC,16,-2,12,-8,3,-9,3,-1,-7
CCCCNC(=O)CSc1nc2ccc(NC(=O)CSc3nnc(N)s3)cc2s1,13,-5,15,4,0,-1,6,2,-14
CN(C)S(=O)(=O)c1ccc(N2CCCC2)c(C(=O)NNC(=O)COc2ccccc2Cl)c1,12,-3,-49,7,1,3,-32,-6,7
Clc1ccccc1OCc1nc(-c2ccccn2)no1,35,0,26,2,1,69*,7,84*,86*
COC(=O)c1cccc(NC(=S)Nc2cccc(Cl)c2Cl)c1,-13,-1,-51,-7,-1,-7,-3,2,-14
CCOc1ccccc1N1CCN(C(=O)c2c(C)noc2C)CC1,0,-2,5,-20,0,-6,-5,8,6
COc1ccccc1CCNC(=O)c1cccc(S(=O)(=O)N2CCc3ccccc3C2)c1,6,-1,7,19,2,-13,-12,-11,5
Cc1nc2sccn2c1P(c1c(C)nc2sccn12)c1c(C)nc2sccn12,-5,-3,9,-2,3,1,0,7,11
CCn1cc(C(=O)OCC(=O)c2ccccc2)c(=O)c2ccc(C)nc21,.,2,15,.,3,.,-19,.,.

# An excerpt of these results, as tab-separated lines:
Molecule	NLRP3 yeast inh	HKDC1 inhibitor	SENP8 block-1	Apaf-1 inh	SENP1 inh	SENP8 block-2	PfGluPho inh	SENP7 block	SENP6 inh
O=C(CNC(=S)NC(=O)C1CCCCC1)c1ccccc1	5	-9	2	-4	1	4	-13	-3	-1
CCOC(=O)CN(c1ccccc1C)S(=O)(=O)c1ccc(Cl)cc1	-36	1	6	17	2	-15	17	-13	-5
COc1cc2c(cc1O)[C@@H]1Cc3cc(OC)c(OC)cc3C(C2)N1C	9	-9	9	2	1	-12	5	12	-10
COCCN(CC(=O)Nc1cccc(C)c1C)C(=O)C1(c2ccccc2)CC1	10	-8	4	-7	0	10	10	1	-4
O=C(N1CCCCCC1)N1CCN(S(=O)(=O)N2CCCCC2)CC1	11	1	20	-2	2	-6	-14	5	-6
COc1ccc(CN2CCCC(CNC(=O)c3ccc(F)cc3)C2)c(F)c1 (stereo not given)	11	-2	14	-5	-2	-2	-7	7	-1
Cc1cc(NC(=O)COc2ccccc2)n(-c2ccccc2)n1	10	-11	12	-20	-1	-2	15	1	-23
Oc1cc(-n2cccn2)c(O)cc1-n1cccn1	.	2	-8	.	-3	.	102*	.	.
Cc1cc(C)cc(N(CC(=O)N/N=C/c2ccncc2)S(=O)(=O)c2ccccc2)c1	18	-6	5	9	1	-5	-12	0	-2
COc1ccc(C2C3C(=O)N(Cc4ccccc4)C(=O)C3ON2c2ccccc2)c(OC)c1OC (stereo not given)	12	-1	20	11	2	-4	4	8	-16
Oc1ccc(/C=N/n2cnn(Cc3ccccc3Cl)c2=S)c(O)c1	3	11	-71	-11	-2	7	35	-3	1
COc1ccccc1/C=C/C(=O)OCC(=O)c1cc(C)n(C)c1C	0	-2	-123	6	1	7	0	5	6
CN(C)c1nc(OCc2ccccc2)c2ncc(=O)[nH]c2n1	11	1	-435	-7	-22	-3	-3	1	-10
Oc1cc(CNCc2ccccc2)c(O)cc1CNCc1ccccc1	.	27	-26	.	10	.	70*	.	.

# From PubChem
